# Screens: PubChem BioAssay, National Center for Advancing Translational Sciences (NCATS)
# HEK cytotox: Cytotoxic Profiling in HEK 293 Cell Line of Diverse Libraries Using Quantitative High-Throughput Screening; AID 1345083, 2018; 94,000 tested, 6.6% active; HEK 293 viability, ATP luminescence (CellTiter-Glo), 48-72 h; Potency, µM (highest dose often 115 µM), inactives show at the top dose activity change, negative = cytotoxicity, usual class: inhibitors; also: potency is read from the fitted curve at half-maximal effect; nearly all actives have a fitted effect of over 60% in size
#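 250 HEK 293 cells/well; compound by pintool; incubated 48 or 72 hr at 37 degree Celsius; CellTiter-Glo added, 10 min RT, luminescence imaged.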
# GPT2 inh: Primary qHTS assay for inhibitors of Glutamate pyruvate transaminase 2 (GPT2) | Recombinant GPT2, coupled pyruvate oxidase/HRP Amplex Red fluorescence | AID 1671188, 2021 | Potency, µM (top dose mostly 57.7 µM), inactives show at the highest dose activity change, negative = inhibition, most hits filed as inhibitors | 100,000 tested, 0.25% active | Alanine aminotransferase 2 (Homo sapiens), Q8TD30; also: potency is read from the fitted curve at half-maximal effect; nearly all actives have a fitted effect of over 60% in size; many of its hits are not listed in these tables
# Target sequence (Q8TD30 whole entry, looked up): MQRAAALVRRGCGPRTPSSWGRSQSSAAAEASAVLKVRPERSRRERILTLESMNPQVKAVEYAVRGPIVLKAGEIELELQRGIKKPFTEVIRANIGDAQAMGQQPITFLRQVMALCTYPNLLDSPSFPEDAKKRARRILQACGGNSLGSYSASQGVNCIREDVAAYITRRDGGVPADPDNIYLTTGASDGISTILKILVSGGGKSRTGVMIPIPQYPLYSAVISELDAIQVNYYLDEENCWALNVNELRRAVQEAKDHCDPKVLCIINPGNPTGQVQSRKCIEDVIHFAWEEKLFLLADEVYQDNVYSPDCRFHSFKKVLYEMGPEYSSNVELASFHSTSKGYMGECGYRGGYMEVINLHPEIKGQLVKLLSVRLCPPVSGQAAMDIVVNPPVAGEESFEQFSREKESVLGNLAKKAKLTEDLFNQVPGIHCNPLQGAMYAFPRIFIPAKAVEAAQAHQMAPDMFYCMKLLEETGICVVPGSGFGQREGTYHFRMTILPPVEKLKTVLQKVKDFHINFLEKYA
#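 Inhibition is scored from Amplex Red fluorescence generated when pyruvate oxidase and HRP act on pyruvate released by GPT2. Reactions contain 10ng/uL enzyme, 250uM a-KG and 2mM L-alanine and run 30 min at room temperature.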
# SNCA expr inhib: Primary qHTS assay for inhibitors of alpha-synuclein gene (SNCA) expression | 140,000 tested, 0.17% active | HEK-293 SNCA-luciferase knock-in, luminescence, 24 h | Potency, µM (doses to about 57.2 µM), for inactives: top-dose activity change, negative = inhibition, actives largely listed as inhibitors;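 also: potency is read from the fitted curve at half-maximal effect; plate controls were DMSO cells for no effect and cell-free wells for full effect; nearly all actives have a fitted effect of over 45% in size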
# HEK293 viab: GF-AFC viability counterscreen for inhibitors of alpha-synuclein gene (SNCA) expression; HEK-293-SNCA-luc viability, GF-AFC fluorescence, 24 h; Potency, µM (top dose mostly 57.1 µM), for the others: top-dose activity change, negative = cytotoxicity, most hits filed as cytotoxic; 150,000 tested, 0.12% active;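 also: potency is read from the fitted curve at half-maximal effect; 0% = DMSO-treated cells and -100% = medium-only wells without cells; nearly all actives have a fitted effect of over 30% in size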
#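 HEK-293-SNCA-luc cells (1500/well) plated 24 h, then exposed 24 h to a dilution series; GF-AFC added 30 min at 37C, fluorescence 405/540 nm; normalised to medium-only and DMSO wells, Hill fit.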
# NIH3T3 tox: Cytotoxic Profiling in NIH 3T3 Cell Line of Diverse Libraries Using Quantitative High-Throughput Screening; Potency, µM (highest dose often 96.7 µM), without a hit: at the top dose activity change, negative = cytotoxicity, actives largely listed as inhibitors; NIH 3T3 viability, CellTiter-Glo ATP luminescence, 48-72 h; 94,000 tested, 4.3% active; also: potency is read from the fitted curve at half-maximal effect; nearly all actives have a fitted effect of over 55% in size
#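 NIH 3T3 cells at 400 cells/well received 23 nL of compound by pintool and were incubated 48 or 72 h at 37 °C. Viability was read as ATP-coupled CellTiter-Glo luminescence.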
# IP6K1 inhibitor: Primary qHTS assay for small molecule inhibitors of Inositol hexaphosphate kinase 1 (IP6K1) | Inositol hexakisphosphate kinase 1 (Homo sapiens), Q92551 | AID 1645851, 2021 | activity change, % (series mostly up to about 58 µM) | 140,000 tested, 0.81% active | IP6K1 kinase, ADP-Glo luminescence, 2 h; active compounds read low; in the data active = activity change below about -25%
# Target sequence (Q92551 whole entry, looked up): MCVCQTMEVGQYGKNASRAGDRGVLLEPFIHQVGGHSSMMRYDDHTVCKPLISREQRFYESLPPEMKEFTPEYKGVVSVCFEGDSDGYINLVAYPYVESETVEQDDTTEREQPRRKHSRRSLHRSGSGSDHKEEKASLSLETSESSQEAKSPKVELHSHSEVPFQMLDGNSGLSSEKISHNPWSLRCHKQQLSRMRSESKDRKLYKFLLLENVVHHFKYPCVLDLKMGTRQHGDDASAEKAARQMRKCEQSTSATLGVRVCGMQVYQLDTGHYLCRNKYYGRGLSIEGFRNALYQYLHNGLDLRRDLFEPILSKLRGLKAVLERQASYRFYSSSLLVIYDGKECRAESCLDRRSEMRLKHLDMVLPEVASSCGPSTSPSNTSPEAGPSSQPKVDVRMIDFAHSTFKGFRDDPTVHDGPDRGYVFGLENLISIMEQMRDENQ
#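 ADP-Glo luminescence measures ADP made by human IP6K1 during a 2 h RT reaction with ATP/IP6 (mix at 1.3 mM/130 uM); top library doses 57.5 and 19.1 uM final.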
# Luciferase inh: Firefly luciferase inhibition profiling of diverse chemical library using quantitative high-throughput screening | purified P. pyralis luciferase, luminescence, biochemical | 76,000 tested, 2.5% active | Potency, µM (titrated, usually from 115 µM), for inactives: at the top dose activity change, negative = inhibition, actives largely listed as inhibitors; also: potency is read from the fitted curve at half-maximal effect; nearly all actives have a fitted effect of over 65% in size
#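 FLuc 10nM, D-luciferin 10uM, ATP 10uM, Mg acetate 10mM, Tris acetate pH 7.5, Tween/BSA; cpd qHTS; enzyme added last; CCD luminescence.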
# Numbers without * were called inactive; i = inactive; ? = inconclusive; . = not tested or not shown; [ ] = remark or other dose. Unless noted, calls follow the shape of the dose curve; as a rule, active = well fitted curve in the direction sought with a large enough effect; inconclusive = small, poorly fitted or top-dose-only effect, or another doubt; inactive = no such curve, though single readings can be large; an effect the other way counts as inactive or inconclusive. Unless noted, % is scaled to controls: 0 for no effect and ±100 for the full control effect.
# Screens by letter: A = HEK cytotox; B = GPT2 inh; C = SNCA expr inhib; D = HEK293 viab; E = NIH3T3 tox; F = IP6K1 inhibitor; G = Luciferase inh
O=C(Nc1cccs1)N1CCNc2cnc(Nc3cccc(C(F)(F)F)c3)nc2C1
  A = 79µM*; B = i; C = 0%[87.6 µM]; D = -22%[87.6 µM]; E = 79µM*; F = -2; G = -13%[172 µM]

COc1ccc(-c2nc3c(c(SC)n2)Cc2c(CO)cnc(C)c2O3)cc1
  A = .; B = .; C = ?; D = -12%; E = .; F = 41; G = .

Cc1cn2nnc(C(=O)N3CCC(C(=O)Nc4ccc(C(C)C)cc4)CC3)c2c(=O)[nH]1
  A = -3%; B = -14%; C = 12%; D = -4%; E = -15%; F = 14; G = ?

CCCCCNC(=O)CC(c1cccc(OC)c1OC)c1c[nH]c2ccccc12 (stereo not given)
  A = ?; B = i; C = -13%; D = -15%; E = ?; F = 4; G = 0%

Cc1ccc([S+](=O)([O-])N2CCC(C(=O)N3CCC(N4CCCC4=O)CC3)CC2)cc1
  A = 4%; B = i; C = 11%; D = -2%; E = -13%; F = 8; G = .

Cc1ccc(C(=O)N2CCC(N3C(=O)c4c(c(C)nn4-c4ccccc4)C3C(C)C)CC2)cc1 (stereo not given)
  A = ?; B = .; C = .; D = .; E = ?; F = 12; G = .

COCC(c1ccc(C(F)(F)F)cc1)N1CCN(C2(C)CCN(C(=O)c3c(C)ncnc3C)CC2)CC1C (stereo not given)
  A = .; B = 0%; C = .; D = 3%; E = .; F = -3; G = .

CN1[C@@H](CCC(=O)N2CCN(c3ccccc3)CC2)CNC(=O)[C@@H]2[C@H]1CCN2CC(C)(C)C
  A = ?; B = 1%; C = -8%; D = 3%; E = -15%; F = -8; G = -2%

N#Cc1cccc(CN2CC[C@H](c3nnc(-c4ccco4)o3)C2)c1
  A = -3%[172 µM]; B = -3%[88.5 µM]; C = -3%[87.6 µM]; D = -6%[87.6 µM]; E = 1%[174 µM]; F = 1; G = -5%[172 µM]

CC(C)c1noc(CC2CCN(C(=O)c3ccc(F)cc3)CC2)n1
  A = ?; B = i; C = ?; D = 2%; E = -34%; F = 7; G = 0%

COc1c(OC2OC(CO)C(O)C(O)C2O)ccc(O)c1C(=O)OCc1ccccc1O[C@@H]1O[C@H](CO)[C@@H](O)[C@H](O)[C@H]1O (stereo not given in full)
  A = .; B = ?; C = .; D = -9%[23.9 µM]; E = .; F = -1; G = .

O=C(Cc1cccc(F)c1)N1CCC2(CCC2N2CCOCC2)CC1 (stereo not given)
  A = i; B = -7%; C = 6%; D = 18%; E = 1%; F = -5; G = .

CCOC(=O)C1=C(CS(=O)(=O)c2ccc(C)cc2)NC(=O)NC1c1ccc(C(C)C)cc1 (stereo not given)
  A = .; B = .; C = ?; D = -18%; E = .; F = -5; G = .

O=C(c1nc2cccnc2n(CCc2ccccc2)c1=O)N1CCN(Cc2ccccc2)CC1
  A = ?; B = i; C = 5%; D = 0%[12.5 µM]; E = -25%; F = -20; G = .

CCC(=O)N1c2ccccc2CC1C(=O)NCCc1ccc(OC)c(OC)c1 (stereo not given)
  A = .; B = .; C = 27%; D = -21%; E = .; F = 6; G = .

CC1=C[C@@H](CNC(=O)COCC(=O)O)[C@H](C(C)C)C[C@H]1Cc1nc2c(C)cccc2[nH]1
  A = -22%[172 µM]; B = i; C = 9%[87.6 µM]; D = 11%[87.6 µM]; E = -11%[174 µM]; F = 7; G = -6%[172 µM]

O=C(Nc1ccccc1)c1cccc2c(=O)c3c([nH]c12)CCCC3
  A = .; B = .; C = 11%; D = 6%; E = .; F = 0; G = .

CCCCOc1ccc(C(=O)Nc2cccc(-c3nc4cccnc4s3)c2)cc1
  A = .; B = .; C = 25%; D = -10%; E = .; F = -2; G = .

COc1cc(NCc2ccc3nc(N)nc(N)c3c2C)cc(OC)c1OC
  A = .; B = ?; C = -64%[25.6 µM]; D = -12%[23.9 µM]; E = .; F = 1; G = .

COc1ccccc1Nc1ncc2c(n1)CN(C(=O)c1ccc(Oc3ccccc3)cc1)CCN2
  A = 35µM*; B = -17%; C = ?; D = -28%; E = ?; F = -3; G = -4%

Cc1nn(CC(=O)N2CCN(c3cccc(Cl)c3)CC2)c(=O)c2c1sc1ccccc12
  A = .; B = .; C = -12%; D = 8%; E = .; F = 8; G = .

COC1C(=O)N(C2CCN(S(=O)(=O)C(C)C)CC2)C12CCOCC2 (stereo not given)
  A = i; B = -1%; C = -11%; D = 2%; E = 3%; F = -1; G = 1%

CCOC(=O)c1scc(-c2ccc(C)cc2)c1S(=O)(=O)Nc1cc(C)ccc1C
  A = .; B = .; C = -4%; D = 7%; E = .; F = 11; G = .

COc1cccc(CC(=O)N2CCCCCNC(=O)[C@@H]3CCC[C@@H]32)c1
  A = -20%; B = i; C = 5%; D = 7%; E = -9%; F = -6; G = -11%

Cc1cncc(C(=O)N2CCC3(CC2)CN(C2CCC2)CC3CO)c1 (stereo not given)
  A = ?; B = i; C = -14%; D = -2%; E = -28%; F = 19; G = 2%

O=C(NCCC1CCN(C(=O)Nc2cccc(F)c2)CC1)C1CCC1
  A = 8%; B = 4%; C = 1%; D = 3%; E = -9%; F = -8; G = ?

CC(=O)O[C@@H]1[C@@H](OC(C)=O)[C@H](C)O[C@@H](O[C@H]2[C@@H]3C=CO[C@@H](O[C@@H]4O[C@H](CO)[C@@H](O)[C@H](O)[C@H]4O)[C@@H]3[C@@]3(CO)O[C@@H]23)[C@@H]1OC(=O)/C=C/c1ccccc1
  A = .; B = -1%[17.1 µM]; C = .; D = -22%[23.9 µM]; E = .; F = -4; G = .

COc1ccc(NC(=O)C2CCCCC(=O)N2)cc1F (stereo not given)
  A = -2%; B = i; C = 16%; D = 2%; E = 4%; F = 27; G = -5%

COc1ccc(SCCNC(=O)C2NCCc3[nH]cnc32)cc1 (stereo not given)
  A = -3%; B = -7%; C = ?; D = 3%; E = -7%; F = 0; G = 4%

O=C(c1nc2sccn2c1-c1ccncc1)N1CCCCC1
  A = -5%; B = i; C = 31%[activator]; D = -12%; E = 5%; F = 14; G = .

O=C1NN=C(c2ccccn2)C12CCN([S+](=O)([O-])c1cccc(C(F)(F)F)c1)CC2
  A = ?; B = i; C = -11%; D = -9%; E = ?; F = 2; G = -7%

O=C(c1ccc(CN2C(=O)NC3(CCS(=O)(=O)CC3)C2=O)cc1)N1CCCCCC1
  A = 8%; B = -10%; C = 6%; D = 9%; E = 3%; F = 14; G = 8%

O=C(NCc1cc2n(n1)CCCNC2)C1Cc2ccccc2S(=O)(=O)N1 (stereo not given)
  A = 0%; B = ?; C = 9%; D = -8%; E = 2%; F = 17; G = 5%

COc1ccc(OC)c(CCNC(=O)c2cnn(-c3ccc(C)cc3C)c2C2CCN(C(=O)OC(C)(C)C)CC2)c1
  A = .; B = .; C = ?; D = -29%; E = .; F = 0; G = .

CC(C)N1CCN(C2CCOC3(CCN(S(=O)(=O)c4ccccc4)CC3)C2)CC1 (stereo not given)
  A = 2%; B = -9%; C = 12%; D = 8%; E = -17%; F = -6; G = 2%

CC(=O)c1ccc(N2CCN(c3nc4c(S(=O)(=O)c5ccc(C)c(C)c5)nnn4c4ccc(Cl)cc34)CC2)cc1
  A = .; B = .; C = -2%; D = -15%; E = .; F = -6; G = .

Cc1cc(C(=O)NCC2(COc3ccccc3)C[C@@H](O)[C@@H](O)C2)no1 (stereo not given in full)
  A = -2%[172 µM]; B = 2%[88.5 µM]; C = -4%[87.6 µM]; D = 1%[87.6 µM]; E = -8%[138 µM]; F = 1; G = -2%[172 µM]

COc1cccc(NS(=O)(=O)c2ccc3c(c2)[C@H]2C=CC[C@H]2[C@@H](c2ccccc2Cl)N3)c1
  A = .; B = .; C = -13%; D = 0%; E = .; F = -5; G = .

c1ccc(-c2noc(-c3ccn4c(CN5CCN(c6ccccn6)CC5)nnc4c3)n2)cc1
  A = i; B = i; C = 3%; D = 11%; E = -4%; F = -2; G = 2%

Cc1ccc2c(=O)c(C(=O)c3cccc(Cl)c3)cn(CC(=O)NCc3ccccc3)c2n1
  A = .; B = .; C = 4%; D = -10%; E = .; F = 0; G = .

# Part of the list above with just GPT2 inh, SNCA expr inhib and HEK293 viab:
SMILES	GPT2 inh	SNCA expr inhib	HEK293 viab
COc1ccc(SCCNC(=O)C2NCCc3[nH]cnc32)cc1 (stereo not given)	-7%	?	3%
COc1cccc(NS(=O)(=O)c2ccc3c(c2)[C@H]2C=CC[C@H]2[C@@H](c2ccccc2Cl)N3)c1	.	-13%	0%
Cc1ccc([S+](=O)([O-])N2CCC(C(=O)N3CCC(N4CCCC4=O)CC3)CC2)cc1	i	11%	-2%
N#Cc1cccc(CN2CC[C@H](c3nnc(-c4ccco4)o3)C2)c1	-3%[88.5 µM]	-3%[87.6 µM]	-6%[87.6 µM]

# Next entries.
# Screens by letter: A = HEK cytotox; B = GPT2 inh; C = SNCA expr inhib; D = HEK293 viab; E = NIH3T3 tox; F = IP6K1 inhibitor; G = Luciferase inh
O=C(Nc1ccc(C2(C(=O)NCc3ccc(F)c(Cl)c3)CCC2)cc1)C1CC1
  A = ?; B = i; C = 20%; D = 8%; E = ?; F = 18; G = -11%

COCCN1C(=O)CS(=O)(=O)C12CCN(C(=O)c1ccc(C)c(F)c1)CC2
  A = -1%; B = i; C = -2%; D = -1%; E = -11%; F = -10; G = 5%

CCc1nc(-c2c3n(c(=O)n(CC(=O)NC(C)(C)C)c2=O)CCCC3)no1
  A = 2%; B = i; C = -15%; D = -9%; E = i; F = 36; G = 0%

COc1ccc(N2C(=O)NC(NS(=O)(=O)c3ccc(Cl)cc3)(C(F)(F)F)C2=O)cc1 (stereo not given)
  A = .; B = .; C = -12%; D = 8%; E = .; F = -6; G = .

COCC(=O)NC[C@@H]1C=C(C)[C@H](Cc2nnc(-c3cncn3C)o2)C[C@H]1C(C)C
  A = -8%[172 µM]; B = -4%[88.5 µM]; C = 11%[87.6 µM]; D = -7%[87.6 µM]; E = ?; F = 0; G = -5%[172 µM]

# Copied from above (two entries):
# Screens by letter: A = HEK cytotox; B = GPT2 inh; C = SNCA expr inhib; D = HEK293 viab; E = NIH3T3 tox; F = IP6K1 inhibitor; G = Luciferase inh
COc1ccc(N2C(=O)NC(NS(=O)(=O)c3ccc(Cl)cc3)(C(F)(F)F)C2=O)cc1 (stereo not given)
  A = .; B = .; C = -12%; D = 8%; E = .; F = -6; G = .

COCC(=O)NC[C@@H]1C=C(C)[C@H](Cc2nnc(-c3cncn3C)o2)C[C@H]1C(C)C
  A = -8%[172 µM]; B = -4%[88.5 µM]; C = 11%[87.6 µM]; D = -7%[87.6 µM]; E = ?; F = 0; G = -5%[172 µM]

# Not all compounds are listed; count on the stated rates, not on these rows.
